HTR2A ag: mouse Htr2a agonists via beta-arrestin recruitment, primary screen, cell-based, luminescence. actives 0.66% (n = 360,000). AID 624169, 2012. activation, % at 7.6 µM. 5-hydroxytryptamine receptor 2A (Mus musculus), P35363. CHO-K1 mHTR2A beta-arrestin complementation; percent of 30 µM serotonin response;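 active means activation above a run cutoff, the mean activation of all tested compounds plus 3 SD, cut at about 14% in these data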;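 further: 0% = plate median of compound wells and 100% = 30 µM serotonin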
NOD2-RIPK2 inh: NOD2-RIPK2 binding disruptors in cells, primary screen, fluorescence, CHO cells, BLA complementation; Receptor-interacting serine/threonine-protein kinase 2 (Homo sapiens), O43353; CCF4 ratio; inhibition, % at 4.98 µM; actives 0.38% (n = 360,000); AID 624267, 2012; in the data active means inhibition above about 21%;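 further: 0% = vehicle only and 100% = reference blocker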
Cardio protect: cardioprotection against H2O2-induced cell death, primary screen, uHTS, H9c2 cells, ATPLite luminescence; H9c2 cardiomyocytes, H2O2 injury protection, 2 h; protection from H2O2 cell death, % at 20 µM; actives 0.63% (n = 360,000);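 active means compounds giving at least 50% protection of heart cells from peroxide-induced death in the single-dose screen, raw or plate-pattern-corrected value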;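 further: 0% = DMSO wells with peroxide and 100% = DMSO wells without peroxide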
SRC2 inh: inhibition of GAL4-SRC2 driven luciferase reporter, primary screen, SRC2 inhibitor project, cell-based, luminescence | Nuclear receptor coactivator 2 (Homo sapiens), Q15596 | HEK293 GAL4-SRC2 luciferase reporter | inhibition, % at 9 µM | actives 0.17% (n = 370,000) | AID 651957, 2012;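 active means inhibition above the mean inhibition of all tested compounds plus 3 SD, set per campaign, cut at about 52% in these data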;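 further: 0% = DMSO treated cells and 100% = cells given Gossypol at 36 µM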
MC4R antag cAMP: MC4R antagonists of cAMP signaling, primary screen, cell-based, TR-FRET, antagonist arm of biased-ligand search | actives 0.48% (n = 360,000) | inhibition, % at 6.5 µM | MC4R-expressing cells, MTII-stimulated cAMP, LANCE TR-FRET | Melanocortin receptor 4 (Homo sapiens), P32245 | AID 540295, 2011;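 active means inhibition above its plate's cutoff, the mean of tested wells on that plate plus 3 SD, cut at about 29% in these data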;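 further: 0% = Melanotan II alone and 100% = Melanotan II plus saturating MCL0020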
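System: U2OS-MC4R stable cell line; Technique: Eu-cAMP/anti-cAMP TR-FRET, emission 671 nm; Repeats: single well per compound; Also added: Melanotan II; Dosing: one concentration, 6.5 µM nominal; Schedule: 30-min compound, 1-h challenge, 1-h detection, room temperature.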
MC4R barr agon: MC4R agonists recruiting beta-arrestin, primary screen, cell-based, luminescence, agonist arm of biased-ligand search; U2OS MC4R beta-arrestin complementation; percent of melanotan II response, DMSO zero; activation, % at 8.9 µM; actives 0.98% (n = 360,000);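 active means activation above a per-plate cutoff, the mean activation of sample wells on that plate plus 3 SD, cut at about 8% in these data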
TLR9-MyD88 block: inhibitors of TLR9-MyD88 association in cells, primary screen, cell-based, CHO, BLA complementation, fluorescence; AID 504734, 2011; actives 0.21% (n = 340,000); Toll-like receptor 9 (Homo sapiens) + Myeloid differentiation primary response protein …; CCF4 FRET ratio; inhibition, % at 4.98 µM;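 active means inhibition above the mean over all tested compounds plus 3 SD, cut at about 21% in these data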;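 further: 0% = DMSO only wells and 100% = clavulanate BLA inhibitor control wells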
Target sequence (Q99836 whole entry, looked up): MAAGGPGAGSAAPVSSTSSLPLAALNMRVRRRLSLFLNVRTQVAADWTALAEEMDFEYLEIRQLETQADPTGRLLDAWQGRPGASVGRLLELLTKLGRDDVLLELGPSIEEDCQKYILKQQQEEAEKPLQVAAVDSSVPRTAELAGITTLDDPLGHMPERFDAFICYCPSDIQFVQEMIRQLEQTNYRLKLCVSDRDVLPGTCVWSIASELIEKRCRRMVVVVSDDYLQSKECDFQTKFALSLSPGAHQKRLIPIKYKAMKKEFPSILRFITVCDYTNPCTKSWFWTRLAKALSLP
Target sequence (Q9NR96 whole entry, looked up): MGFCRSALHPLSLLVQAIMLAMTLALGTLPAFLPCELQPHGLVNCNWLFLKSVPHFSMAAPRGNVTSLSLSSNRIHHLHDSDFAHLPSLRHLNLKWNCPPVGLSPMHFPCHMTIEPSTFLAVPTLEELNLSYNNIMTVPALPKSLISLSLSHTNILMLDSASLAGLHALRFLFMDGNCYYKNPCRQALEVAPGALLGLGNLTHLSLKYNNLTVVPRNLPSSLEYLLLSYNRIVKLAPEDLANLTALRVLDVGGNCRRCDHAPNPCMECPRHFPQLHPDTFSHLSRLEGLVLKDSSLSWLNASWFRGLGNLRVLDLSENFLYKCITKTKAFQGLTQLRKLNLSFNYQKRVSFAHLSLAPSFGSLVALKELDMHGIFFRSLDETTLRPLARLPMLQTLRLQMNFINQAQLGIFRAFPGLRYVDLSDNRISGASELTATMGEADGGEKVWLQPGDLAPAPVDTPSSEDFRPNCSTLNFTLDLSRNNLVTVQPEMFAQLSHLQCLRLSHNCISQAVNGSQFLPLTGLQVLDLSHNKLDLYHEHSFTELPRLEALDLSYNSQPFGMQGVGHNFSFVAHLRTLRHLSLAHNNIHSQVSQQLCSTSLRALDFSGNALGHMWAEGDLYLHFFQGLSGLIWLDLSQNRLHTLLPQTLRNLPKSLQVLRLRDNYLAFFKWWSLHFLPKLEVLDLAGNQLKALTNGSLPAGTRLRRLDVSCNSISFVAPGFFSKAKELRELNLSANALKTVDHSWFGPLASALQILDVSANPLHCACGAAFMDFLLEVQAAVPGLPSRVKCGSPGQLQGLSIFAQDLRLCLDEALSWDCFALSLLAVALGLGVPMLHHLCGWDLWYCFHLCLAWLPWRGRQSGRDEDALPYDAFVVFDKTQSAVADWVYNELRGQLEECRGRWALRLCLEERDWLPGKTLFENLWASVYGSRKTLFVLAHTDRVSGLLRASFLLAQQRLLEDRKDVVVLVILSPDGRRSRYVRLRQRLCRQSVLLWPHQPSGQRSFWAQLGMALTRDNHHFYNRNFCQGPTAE
Glyco luc inh: increase of ERlucT glycosylation luciferase signal, primary screen, N-linked glycosylation inhibitor project, D54 ERlucT cells, luminescence, set 2; D54 ERlucT glycosylation luciferase reporter, 24 h; percent of 100 nM tunicamycin response; reporter increase, % at 12.5 µM; actives 0.23% (n = 360,000); AID 588692, 2011;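 active means mean luciferase reporter signal, scaled so untreated is 0 and the glycosylation-blocking control 100, at or above a set limit in every replicate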;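 further: luciferase carries N-glycosylation sites so blocking glycosylation raises the light; 0% = median of neutral control wells and 100% = median of 100 nM tunicamycin wells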
ABHD5 PLIN5 PPI: ABHD5-PLIN5 interaction inhibitors, primary screen, cell lysate, split luciferase complementation, luminescence; Perilipin-5 (Homo sapiens) + 1-acylglycerol-3-phosphate O-acyltransferase ABHD5 (Homo …; Split G. princeps luciferase complementation, 4 h; inhibition, % at 4 µM; actives 0.78% (n = 360,000); AID 602281, 2012;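 active means inhibition above the mean inhibition across every tested compound plus 3 SD, cut at about 22% in these data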;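 further: 0% = DMSO only wells and the 100% control is not disclosed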
ABCB6 inh MLPCN: ABCB6 transporter inhibitors, primary screen, K562-ABCB6 cells, flow cytometry, MLPCN library; fluorescence ratio to DMSO, % at 10 µM; K562-ABCB6 porphyrin accumulation, 1 h; active compounds read low; actives 0.19% (n = 360,000); ATP-binding cassette sub-family B member 6 (Homo sapiens), Q9NP58;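 active means fluorescence ratio to DMSO below 75%, the collection mean minus 3 SD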;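 further: signal is porphyrin accumulated inside mitochondria; 100% equals median channel fluorescence of DMSO control wells; lower ratio means ABCB6 inhibition with less porphyrin fluorescence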
The depositor's hits bear a star; . = not tested or not shown. The list is partial. The share of hits here may be higher or lower than overall.

SMILES | HTR2A ag | NOD2-RIPK2 inh | Cardio protect | SRC2 inh | MC4R antag cAMP | MC4R barr agon | TLR9-MyD88 block | Glyco luc inh | ABHD5 PLIN5 PPI | ABCB6 inh MLPCN
Cc1ccc(OCC(=O)Nc2ccccc2C(N)=O)cc1 | -6.0 | -2.5 | -11.9 | -63.9 | -7.2 | -0.5 | -9.2 | -6.8 | 2.3 | 97.0
O=C(COC(=O)c1cc(=O)[nH]c(=O)[nH]1)Nc1cccc(S(=O)(=O)N2CCOCC2)c1 | 0.4 | -3.9 | 0.2 | -6.2 | 5.6 | -3.6 | -1.4 | 2.9 | 1.9 | 98.0
CC(=O)NC12CC3CC(C1)CC(C(=O)N1CCN(S(=O)(=O)c4ccc(C(C)C)cc4)CC1)(C3)C2 | 0.2 | 5.0 | 1.1 | -19.5 | 19.3 | -2.9 | 1.4 | -0.1 | 2.4 | 98.0
COc1ccc(N2CCN(C(=O)c3ccc(CSc4ccccc4)cc3)CC2)cc1 | -4.3 | -5.3 | -5.4 | -10.6 | -0.9 | 1.7 | -2.5 | -1.3 | -0.4 | 95.0
O=C(Cc1ccc(Br)cc1)NC1CCCc2ccccc21 (configuration not stated) | -2.3 | 3.6 | -0.5 | -10.2 | 18.6 | 0.8 | -0.2 | -3.1 | 2.8 | 99.0
CCn1c(SCC(=O)NC2CC2)nnc1-c1ccccn1 | -6.5 | -0.5 | -3.8 | -24.2 | -0.5 | -1.3 | 2.0 | -1.2 | 1.4 | 91.0
Cc1cc(N2CCN(C(C(=O)NC3CCCC3)c3ccc(F)cc3)CC2)c2ccccc2n1 (configuration not stated) | -6.1 | 5.3 | . | -17.8 | . | . | . | . | 11.7 | .
CCOc1ncccc1C(=O)OCC(=O)NCc1ccccc1 | 4.6 | -9.5 | 2.6 | 11.9 | 3.0 | -2.7 | 5.2 | 0.7 | 7.1 | 94.0
CC(=O)c1ccc(OC(=O)N2CCOCC2)cc1 | 0.2 | 2.4 | -1.4 | 4.9 | 15.7 | 0.6 | -10.1 | -1.0 | 7.5 | 99.0
CCc1ccc(NC(=O)COC(=O)CCc2nc3cc(S(=O)(=O)N(CC)CC)ccc3n2C)cc1 | 2.2 | -1.2 | -3.0 | -34.5 | 3.0 | -2.2 | 1.0 | 10.5 | -4.5 | 101.0
O=C(Nc1cccc(S(=O)(=O)N2CCCCCC2)c1)C1CCN(C(=O)c2ccc(F)cc2)CC1 | -2.6 | -7.6 | -7.2 | 8.0 | 10.1 | -0.6 | -3.6 | -1.8 | -4.1 | 98.0
O=C(NC1CCCC1)C(c1ccccc1)N(Cc1ccccc1)C(=O)c1csnn1 (configuration not stated) | -1.4 | -3.5 | 5.2 | -27.7 | -1.2 | -1.9 | 7.2 | -1.2 | -5.4 | 99.0
O=NN(CCCl)C(=O)NCCc1cccc[n+]1[O-] | 1.7 | -8.8 | 1.5 | -8.2 | 7.7 | -0.8 | -5.5 | 0.0 | 1.7 | 102.0
CN(C(=O)c1ccc2c(c1)CCN2S(C)(=O)=O)c1ccccc1 | 1.2 | -7.3 | -1.1 | 3.2 | 6.4 | -1.0 | -9.9 | 0.3 | 0.3 | 104.0
O=C(CCN1CCOCC1)Nc1ccc(Cl)cc1 | 1.0 | -3.1 | -2.1 | 14.7 | 0.8 | -1.5 | 6.4 | 2.9 | -0.8 | 93.0
Cc1ccc(-c2noc(CCC(=O)Nc3cccc(C(=O)NC4CC4)c3)n2)cc1 | 1.9 | -2.6 | -2.4 | -43.5 | 8.9 | 1.1 | -16.8 | 1.0 | -2.5 | 99.0
Cc1ccc(-c2nc3ncccn3c2NC2CCCC2)o1 | -1.4 | -3.9 | 6.2 | -6.4 | -1.9 | -0.5 | -5.3 | 1.4 | -2.9 | 98.0
CCC(Oc1ccccc1)C(=O)N(C)CC(=O)N(CC(C)C)c1c(N)n(CC(C)C)c(=O)[nH]c1=O (configuration not stated) | -2.8 | -8.9 | 1.4 | 6.7 | 3.8 | 1.7 | 7.5 | 0.5 | 6.7 | 101.0
Cc1cccc(N2CC(C(=O)OCc3ccc([N+](=O)[O-])cc3)CC2=O)c1 (configuration not stated) | 1.4 | 9.9 | -2.4 | 11.0 | -3.8 | -1.9 | 11.4 | 2.9 | -9.8 | 91.0
O=C(Nc1nnc(SCc2cccnc2)s1)C1CC(=O)N(c2ccc(F)cc2)C1 (configuration not stated) | -5.8 | -5.5 | 7.3 | -27.0 | 9.5 | -0.7 | 2.8 | -1.1 | 2.1 | 99.0

3 entries out of the list above, ordered by their value in ABHD5 PLIN5 PPI, lowest first.
| smiles | ABHD5 PLIN5 PPI |
| --- | --- |
| O=NN(CCCl)C(=O)NCCc1cccc[n+]1[O-] | 1.7 |
| O=C(COC(=O)c1cc(=O)[nH]c(=O)[nH]1)Nc1cccc(S(=O)(=O)N2CCOCC2)c1 | 1.9 |
| O=C(Cc1ccc(Br)cc1)NC1CCCc2ccccc21 (configuration not stated) | 2.8 |

Next structures follow.
SMILES | HTR2A ag | NOD2-RIPK2 inh | Cardio protect | SRC2 inh | MC4R antag cAMP | MC4R barr agon | TLR9-MyD88 block | Glyco luc inh | ABHD5 PLIN5 PPI | ABCB6 inh MLPCN
C/C=C\C(=O)Nc1cccc(C2=NOC3(C2)C[C@@H](C(N)=O)N(C(=O)CC(c2ccccc2)c2ccccc2)C3)c1 (some centres not stated) | 3.0 | 14.0 | 7.1 | -5.7 | 7.9 | -0.5 | -6.3 | -3.7 | 4.1 | 92.0
CCOc1ccc(CN2CCN(S(=O)(=O)c3ccc(NC(C)=O)cc3)CC2)cc1 | 1.7 | -2.0 | -8.9 | 24.9 | -8.1 | 1.1 | -3.9 | -2.1 | 1.9 | 91.0
CN(C(=O)CCNC(=O)Cn1cnc2ccccc2c1=O)c1ccccc1F | -1.7 | -8.1 | -4.8 | -27.3 | 2.0 | -1.7 | -2.5 | -1.0 | -5.1 | 93.0
CC(C)(C)OC(=O)N1CCC(Cc2cc(-c3cccnc3)no2)(C(=O)O)CC1 | 9.2 | -6.6 | -5.8 | -25.5 | 2.6 | 1.4 | -5.7 | 1.0 | 0.9 | 97.0
Cc1nc(SCC(=O)NC2CCS(=O)(=O)C2)c2c(C)c(C)sc2n1 (configuration not stated) | -6.6 | -0.8 | 1.0 | -13.6 | 9.0 | -2.2 | -4.7 | -1.4 | -1.9 | 100.0
OCC[C@H]1C[C@H](O)[C@@H](O)[C@@]2(OCc3ccccc32)O1 | 0.9 | -8.6 | 1.9 | -2.4 | -4.5 | -0.3 | -0.8 | 0.4 | 2.5 | 99.0
CCNc1nc(NC(C)C)nc(N(C#N)C(C)C(=O)N(C)C)n1 (configuration not stated) | 1.7 | -9.7 | 3.2 | -7.2 | 9.8 | -0.9 | -1.4 | 1.1 | 5.9 | 98.0
Cc1ccccc1NCC(=O)N/N=C/c1c(C)c(C(=O)c2ccc(Cl)cc2)n2ccccc12 | 15.4* | -7.8 | -5.6 | -13.8 | 19.5 | -1.3 | -7.3 | -5.4 | -2.5 | 96.0
CCOC(=O)[C@]12CCCC=C1N(Cc1ccc3c(c1)OCO3)C(=O)[C@H](CC(=O)NCC13CC4CC(CC(C4)C1)C3)C2 | 0.9 | -5.7 | . | 3.9 | . | . | . | . | -14.6 | 98.0
COc1cc(OC)cc(C(=O)NC(=S)Nc2ccc3c4c(cccc24)CC3)c1 | 1.4 | -6.4 | -3.2 | 9.8 | -0.8 | -1.4 | 4.7 | -0.4 | -2.8 | 126.0
Cc1nc2c(c3c1[nH]c1ccccc13)C(O)CC(C)(C)C2 (configuration not stated) | 5.7 | 3.6 | -2.7 | -4.0 | 7.2 | -0.5 | -6.3 | -7.6 | 1.5 | 97.0
CCCn1c(SC(C)C(=O)O)nc2ccccc21 (configuration not stated) | 4.7 | -7.0 | 1.4 | . | 16.8 | -1.9 | -2.8 | 1.8 | -5.4 | 94.0
Cc1[nH]c2ccccc2c1C(=O)NS(=O)(=O)Nc1ccc(F)cc1 | 5.9 | -6.7 | 0.7 | 11.8 | 10.1 | -0.7 | -6.6 | 2.1 | 4.5 | 151.0
Cc1ccc(NC(=O)NC2CCN(S(=O)(=O)c3ccc(F)cc3)CC2)cc1 | -2.8 | -1.7 | -4.6 | 1.9 | 7.2 | 0.6 | 1.8 | 1.7 | -11.2 | 99.0
CS(=O)(=O)Nc1ccc(Cc2ccc(NS(C)(=O)=O)cc2)cc1 | -0.5 | 1.5 | -4.3 | 14.5 | 0.8 | -1.3 | -2.0 | 0.4 | -6.2 | 91.0
CSc1ccccc1NC(=O)COC(=O)c1ccccc1O | 0.3 | -4.0 | -7.6 | 17.0 | -4.5 | -2.2 | -11.7 | 2.7 | -2.9 | 96.0
Cc1nc2ccccc2c2c(N)cccc12 | -0.3 | -12.7 | -0.7 | -24.6 | 16.0 | -0.7 | -3.3 | -1.1 | 0.7 | 94.0
O=C(ON=C1CCN(S(=O)(=O)c2ccccc2)CC1)c1ccc(Cl)cc1 | 1.3 | -6.8 | -1.1 | 12.4 | 8.5 | 1.1 | -3.7 | 1.3 | -4.4 | 99.0
C[C@H](CO)N1C[C@H](C)[C@@H](CN(C)S(=O)(=O)c2ccc(F)cc2)Oc2ccc(NC(=O)CCC(F)(F)F)cc2C1=O | 6.0 | 0.9 | 8.6 | -12.4 | -2.1 | -0.8 | -13.2 | 4.6 | 4.9 | 96.0
CN(CC(=O)Nc1cccc(F)c1)C(=O)c1ccc(-n2cncn2)c([N+](=O)[O-])c1 | 0.5 | 1.6 | 5.7 | -11.9 | 10.2 | -1.8 | -1.1 | 1.8 | 0.7 | 103.0
COc1ccc(CNC(=O)CN(C)Cc2ccc(C(C)(C)C)cc2)cc1 | -5.5 | -4.8 | -7.2 | -2.8 | 5.7 | 0.6 | 8.3 | -2.8 | 3.4 | 95.0
CNC(=O)CN(C)S(=O)(=O)c1ccc(F)cc1 | 2.0 | -7.8 | -6.5 | 3.0 | 5.5 | 0.9 | 8.2 | 5.5 | 4.3 | 98.0
